High-throughput results: PubChem BioAssay, several laboratories
SR-BI HDL uptake = mouse SR-BI HDL lipid transfer inhibition; ldlA[mSR-BI] CHO cells, DiI-HDL uptake fluorescence, 3 h; 320,000 tested, 0.96% active; inhibition, % at 12.5 µM; Q61009; AID 488896;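 active means mean replicate inhibition of at least 70% and a set share of replicates each scoring 70 or more; inconclusive means meets just one of the two criteria; inactive means fails both criteria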;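 further: 0% = median of neutral control wells and 100% = median of positive control wells; values of inactives mirror those of a sister screen read the other way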
Target sequence (Q61009 whole entry, looked up): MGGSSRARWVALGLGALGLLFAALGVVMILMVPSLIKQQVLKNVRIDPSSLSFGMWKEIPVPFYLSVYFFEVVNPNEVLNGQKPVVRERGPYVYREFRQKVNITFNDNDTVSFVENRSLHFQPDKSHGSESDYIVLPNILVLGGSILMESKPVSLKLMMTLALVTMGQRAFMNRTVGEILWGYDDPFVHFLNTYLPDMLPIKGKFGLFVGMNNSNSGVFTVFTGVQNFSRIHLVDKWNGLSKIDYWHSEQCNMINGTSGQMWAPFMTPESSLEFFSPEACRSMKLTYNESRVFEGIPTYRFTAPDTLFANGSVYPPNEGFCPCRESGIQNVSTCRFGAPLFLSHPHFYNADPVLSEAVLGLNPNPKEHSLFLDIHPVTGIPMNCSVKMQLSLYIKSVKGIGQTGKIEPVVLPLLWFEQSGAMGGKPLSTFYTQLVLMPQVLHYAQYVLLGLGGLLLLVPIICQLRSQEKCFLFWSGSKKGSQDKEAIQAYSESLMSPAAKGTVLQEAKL
MITF TRPM1 HTS = MITF TRPM1 promoter activation in melanoma cells. SK-MEL-5 TRPM1-promoter luciferase, 24 h; % of positive control, neutral wells = 0. activation, % at 12.5 µM. 300,000 tested, 0.75% active;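 active means mean activation of at least 80% with every replicate also reaching 80%; inconclusive means mean reaches 80% but some replicate falls short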;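 further: 0% = neutral control wells and 100% = parthenolide positive control wells; values of inactives mirror those of a sister screen read the other way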
Arrestin-AP2 inh = blocks beta-arrestin peptide binding to AP2 adaptin. FITC-arrestin peptide / GST-AP2 beads, flow cytometry; AP2 beta2 appendage carries R879A mutation. 340,000 tested, 0.31% active. inhibition, % at 10 µM;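 active means inhibition above a set limit, near 3 SD of compounds lacking own fluorescence, cut at about 54% in these data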;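 further: plate controls were DMSO wells for no effect and 5 µM unlabelled arrestin peptide for full effect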
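System: GST-AP2 R879A glutathione beads; medium: PBS, Tween 20 0.05%, BSA 0.1%; reagent: fluorescein-tagged arrestin peptide at 50 nM final; schedule: pre-incubation 12 min, peptide binding 1 h, room temperature; detection: flow cytometry, FL1 (488/535 nm); read-out: inhibition as reduced fluorescein signal on beads, percent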
dFosB activator = activators of mouse delta FosB homodimer; P13346; purified delta FosB, TAMRA-CDK5 oligo fluorescence polarization; percent of positive-control signal above neutral wells; activation, % at 25 µM; 340,000 tested, 0.99% active; AID 493131;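 active means mean activation above about 17%, with every replicate also reaching it, limit read from the data, passing the limit was not always enough; inconclusive means only one of the two conditions met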;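 further: fluorescence polarization rise as delta FosB binds a TAMRA Cdk5 AP-1 oligo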
Target sequence (P13346 whole entry, looked up): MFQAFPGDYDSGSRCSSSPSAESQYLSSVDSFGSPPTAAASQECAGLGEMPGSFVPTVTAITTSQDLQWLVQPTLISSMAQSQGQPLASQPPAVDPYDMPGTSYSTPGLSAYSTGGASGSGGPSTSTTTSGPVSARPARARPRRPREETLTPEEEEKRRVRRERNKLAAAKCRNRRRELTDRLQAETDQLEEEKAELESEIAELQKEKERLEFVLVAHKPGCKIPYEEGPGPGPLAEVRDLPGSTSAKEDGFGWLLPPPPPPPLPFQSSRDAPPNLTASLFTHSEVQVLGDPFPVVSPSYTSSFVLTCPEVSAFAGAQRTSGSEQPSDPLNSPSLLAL
DSG3 Ab inh = inhibitors of pemphigus antibody binding to human desmoglein-3; P32926; DSG3-coupled beads, scFv-anti-DSG3-GFP binding, flow cytometry; stronger effect = lower value; binding (percent of control), % at 10 µM; 310,000 tested, 0.48% active; AID 588358;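 active means binding more than 3 SD below its plate's average and above zero; inconclusive means below that plate limit but binding exactly zero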;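 further: hits lower antibody fragment binding to DSG3; some compounds called inactive have numbers as strong as hits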
PKA-R2B activ = activators of human PKA-R2B complex; activation, % at 11.4 µM; 340,000 tested, 0.079% active; P22694+P31323; PKA-R2B holoenzyme dissociation, Cy5-IP20 fluorescence polarization; R2B truncated from residue 108, S112A mutant; 0% DMSO only, 100% 113 µM cGMP;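 active means activation above a cutoff set at the mean over all compounds plus 3 SD, cut at about 18% in these data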;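 further: higher means more holoenzyme dissociation and a rise in polarization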
NSD2 inh = inhibitors of human histone methyltransferase NSD2; O96028; NSD2 peptide methylation, AlphaScreen, 120 min; inhibition, % at 12.5 µM; 310,000 tested, 0.54% active; AID 743445; in the data active means inhibition above about 50%
SR-BI uptake up = SR-BI HDL lipid transfer activation; CHO ldlA[mSR-BI] cells, DiI-HDL uptake fluorescence, 3 h; 100 = double the neutral-control signal; AID 504775; activation, % at 12.5 µM; 320,000 tested, 0.096% active;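 active means mean replicate activation of at least 60% and every replicate at or above 60%; inconclusive means mean or all-replicate condition met, but not both; inactive means mean below 60% and not all replicates reaching 60%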;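 further: 0% = median plate neutral-control signal and 100% = twice that signal; values of inactives mirror those of a sister screen read the other way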
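Test system: SR-BI-overexpressing, LDLR-lacking CHO cells. Measured by: DiI fluorescence, bottom read. Medium: Ham's F12 with 0.5% BSA, HEPES 25 mM, pH 7.4. Timing: 3 h uptake period with compound, 37 °C.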
CDK5 inh = blocks human CDK5/p35 kinase activity | Q00535+Q15078 | Recombinant CDK5/p35, ADP-Glo luminescence, 60 min | inhibition, % at 10 µM | 330,000 tested, 0.01% active;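 active means highest replicate inhibition of at least 50% and at least 75% of replicates reaching 50%; inconclusive means only one of the two criteria met; inactive means both criteria failed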;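 further: plate controls were DMSO neutral control for no effect and GW8510 at 10 µM for full effect; many of its hits are not listed in these tables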
Mot1-301 SUMO = SUMOylation pathway inhibition by Mot1-301 growth rescue | S. cerevisiae Mot1-301 growth rescue, ATP luminescence, 38.5C; percent above DMSO median, 100 means doubled | AID 2716 | growth rescue, % at 18.8 µM | 320,000 tested, 1% active;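 active means every valid replicate shows activation above 250% relative to neutral control wells; inactive means the rest, any valid replicate at or below 250%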;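 further: OY570 slx delta 5 strain wells were the positive control but not used for scaling; some compounds called inactive have numbers as strong as hits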
PKA-R1A activ = PKA-R1A complex activation; P00514+P68181; PKA-R1A dissociation, Cy5-IP20 fluorescence polarization; scaled: DMSO 0%, 113 µM cGMP 100%; activation, % at 11.4 µM; 340,000 tested, 0.083% active;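 active means percent activation above the mean of all tested compounds plus 3 SD, cut at about 19% in these data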;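 further: higher means more PKAc released from R1A so a rise in polarization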
An asterisk follows results filed as active; i = inactive; ? = inconclusive; / = no result given. Hits appear at their usual frequency; any-hit rate near 4.7%.

SR-BI HDL uptake	MITF TRPM1 HTS	Arrestin-AP2 inh	dFosB activator	DSG3 Ab inh	PKA-R2B activ	NSD2 inh	SR-BI uptake up	CDK5 inh	Mot1-301 SUMO	PKA-R1A activ	Structure
-15	-9	3	8	95	2	1	15	0.9	7	1	Cc1ccc(-c2nnn(CC(=O)N(c3ccccc3)C(C(=O)NC3CCCC3)c3ccco3)n2)o1 (configuration not stated)
-4	/	15	-2	98	11	/	4	-1.7	-14	10	Cc1csc2ncc(C(=O)NCc3ccccc3Cl)c(=O)n12
-8	/	2	0	105	-2	/	8	0.4	18	-1	Cc1cccc2c1-c1sc(C(=O)N3CCc4ccccc4C3)cc1CO2
-2	1	11	4	108	-11	-3	2	-2.3	1	-1	O=C(CCC(=O)OCC(F)(F)C(F)F)Nc1ccc(F)cc1F
-25	4	-6	-10	95	11	-2	25	1.0	-1	-4	CCc1ccc(NC(=O)NNC(=O)CCc2ccccc2)cc1
-22	1	20	27*	89	9	-3	22	0.4	-11	10	COc1cccc(-n2nnc3c(=O)n(CC(=O)Nc4ccc(C)cc4)cnc32)c1
/	3	-7	-8	89	3	20	/	0.3	40	0	COC(=O)c1ccc(NC(=S)NCCCN2CCCC2=O)cc1
-19	6	-11	0	108	-9	0	19	-2.0	17	-15	Cc1noc(C)c1COC(=O)[C@H](C)NS(=O)(=O)c1ccc(Cl)c(Cl)c1
16	7	5	-1	98	-6	0	-16	1.4	-2	-1	COc1cc(SC)ccc1C(=O)NNC(=O)C1COc2ccccc2O1 (configuration not stated)
-18	-10	1	-2	102	1	0	18	0.4	-7	5	O=C(NCCCN1CCOCC1)C(=O)NCC1OCCN1S(=O)(=O)c1ccc(Br)cc1 (configuration not stated)
22	/	-7	?	102	-5	0	-22	3.8	-3	-6	COc1ccc(-c2csc3ncn(Cc4ccccc4)c(=O)c23)cc1
6	/	25	-5	98	-1	-2	-6	1.6	-6	-17	Cc1cc(C)nc(SC2CC(=O)N(c3ccc(C)c(C)c3)C2=O)n1 (configuration not stated)
4	3	6	-27	105	3	3	-4	0.2	193	-8	N#CC(C#N)=Cc1cc2ccccc2nc1N1CCCCC1
18	-1	14	-8	101	-3	-1	-18	6.0	15	2	O=C(CN1CCC(NC(=O)Cc2ccccc2)CC1)Nc1cccc2ccccc12
-33	1	11	-2	86	10	0	33	-0.3	292	8	O=C(Oc1cccnc1)c1ccc([N+](=O)[O-])cc1
19	20	-2	5	104	-1	7	-19	-1.9	-12	-9	CCOC(=O)N1CCN(S(=O)(=O)c2ccc(C(=O)N(CCCN(C)C)c3nc4c(C)c(C)ccc4s3)cc2)CC1
-2	-1	5	-1	103	9	/	2	1.1	251	2	O=C(NCc1cccc(Br)c1)C1CC2Cn3c(nc4ccccc43)C2N1Cc1ccccc1 (configuration not stated)
-15	2	-12	-5	105	-2	-6	15	0.2	0	3	Cc1ccccc1CNC(=O)CCn1nc(C)c2c(C)n(-c3ccccc3)nc2c1=O
-9	8	-4	1	105	3	4	9	0.6	-21	-7	COc1ccc2c(c1)nc(SCC(=O)c1cccs1)n2C
0	35	-10	-9	102	-3	-2	0	-2.9	190	-3	Cc1c(C(=O)N2CCc3ccccc3C2)oc2ccc(Br)cc12
8	-15	-22	-8	105	-1	-1	-8	0.6	30	1	CCCOc1ccc2nc(C)c(CCC)c(SC(=N)N)c2c1
26	2	-4	-10	96	-1	-1	-26	0.8	-7	-4	COc1ccc(CNC(=O)COC(=O)c2ccc(C)c(S(=O)(=O)N3CCOCC3)c2)cc1OC
8	-4	19	-8	106	-5	-4	-8	-0.4	-13	2	CCOC(=O)CN(C(=O)c1ccccc1[N+](=O)[O-])C(C)(C)C
-21	4	-3	-6	101	-6	/	21	-1.1	-6	-1	CC(C)CC1Nc2ncnc(N3CCCCC3)c2N(Cc2ccc(Br)cc2)C1=O (configuration not stated)
-10	-33	14	-332	104	-2	-23	10	-0.1	15	-4	CN1CCN(CCCNC(=O)c2ccc(/C=C3\Oc4ccccc4N(Cc4ccccc4F)C3=O)cc2)CC1
-13	5	10	4	96	-4	0	13	0.0	-3	-1	Cc1ccccc1C(=O)NC1CCN(CC(=O)NCc2ccc(F)cc2)CC1
-16	7	5	-13	99	3	/	16	1.1	6	2	CC(=O)N1CCc2cc(S(=O)(=O)NCCC(=O)NCCc3ccccc3)ccc21
15	10	11	0	/	-7	-1	-15	0.0	4	-9	COC(=O)c1ccccc1C(=O)N1CCCC(CCC(=O)NCc2ccc(F)c(F)c2)C1 (configuration not stated)
-11	0	-3	-3	102	18	/	11	1.9	-6	1	O=C(Nc1ccc(Cl)c(C(F)(F)F)c1)[C@@H]1CC=C[C@@H]2CCN(Cc3ccccc3)C(=O)[C@@H]21
-14	7	0	-4	114	2	-4	14	0.4	-17	-2	CCN(CC(=O)Nc1ccc2c(c1)OCCO2)Cc1cc(=O)n2ccsc2n1
7	-4	-11	-6	95	-10	20	-7	-0.9	114	-2	CCN(CC)C1CCN(C(=O)CCc2nnc(CCCCc3ccccc3)o2)C1 (configuration not stated)
-8	8	-3	-5	112	-1	/	8	1.5	24	-3	CCC(NS(=O)(=O)c1ccc(C)cc1)C(=O)N1CCN(c2ccccn2)CC1 (configuration not stated)
-21	24	13	6	99	-1	6	21	-0.7	147	-7	Cc1ccnc(NC(=O)c2ccc(Cl)c([N+](=O)[O-])c2)c1
37	-4	7	-11	92	6	0	-37	1.0	-2	10	Cc1ccc(/C=N/NC(=O)CSc2nc3ccccc3c(=O)n2-c2ccccc2C)s1
6	-11	6	-5	107	-2	2	-6	-0.7	-2	-1	CCc1cccc(C)c1Nc1nc2ccccc2n2cnnc12
16	/	5	2	95	-4	4	-16	-2.0	23	-4	CSC1=C(C#N)C(c2ccc(C)cc2)C2=C(CCCC2=O)N1 (configuration not stated)

Next part (3 carried over from the part before).
SR-BI HDL uptake	MITF TRPM1 HTS	Arrestin-AP2 inh	dFosB activator	DSG3 Ab inh	PKA-R2B activ	NSD2 inh	SR-BI uptake up	CDK5 inh	Mot1-301 SUMO	PKA-R1A activ	Structure
37	-4	7	-11	92	6	0	-37	1.0	-2	10	Cc1ccc(/C=N/NC(=O)CSc2nc3ccccc3c(=O)n2-c2ccccc2C)s1
6	-11	6	-5	107	-2	2	-6	-0.7	-2	-1	CCc1cccc(C)c1Nc1nc2ccccc2n2cnnc12
16	/	5	2	95	-4	4	-16	-2.0	23	-4	CSC1=C(C#N)C(c2ccc(C)cc2)C2=C(CCCC2=O)N1 (configuration not stated)
44	-13	4	-8	105	-9	12	-44	1.0	6	-8	Cc1cccc(NC(=O)c2cc(NC(=O)C3CCCCC3C(=O)O)ccc2N2CCCCC2)c1 (configuration not stated)
-26	7	-4	-4	126	6	1	26	1.0	8	-1	COc1ccc(NC(=O)CSc2nnnn2C)cc1
-12	0	7	-9	/	-2	/	12	-0.6	-10	1	CC(C)[C@H](NC(=O)[C@H](Cc1ccccc1)n1c(=O)[nH]c2ccccc2c1=O)C(=O)N[C@@H](Cc1ccccc1)C(=O)O
-21	/	-2	-6	108	2	/	21	2.3	2	-3	CNC(=O)c1ccsc1NC(=O)c1ccc(Cl)s1
-6	15	48	-3	99	5	1	6	0.5	127	8	Cc1cc(O)c(/C=N/Nc2ccc(Cl)cc2)c(=O)o1
17	5	6	-3	96	-9	8	-17	-0.9	189	-13	Cc1[nH]c2ccccc2c1C(c1ccccn1)c1c(C)[nH]c2ccccc12
/	-10	4	14	94	-5	0	/	-2.2	-3	-9	CCCOC(=O)c1ccc(NC(=O)c2cc(=O)[nH]c3ccccc23)cc1
8	3	-17	-3	96	0	2	-8	0.8	15	-2	O=C(c1ccc2nccnc2c1)N1CCCC(N2CCN(c3ccc(F)cc3)CC2)C1 (configuration not stated)
3	1	16	-9	98	-3	/	-3	0.0	-26	-4	Cc1cccc(N2CCN(C(=O)c3cc(S(=O)(=O)N4CCOCC4)cn3C)CC2)c1C
-7	/	17	-3	114	-1	-4	7	1.1	-6	-4	COCCN1C2=C(C(=O)CC(C)(C)C2)C(c2ccc(OC)c(OC)c2)C2=C1CC(C)(C)CC2=O
0	-7	-1	-6	100	1	-1	0	0.3	-11	1	O=C(O)Cc1cn(Cc2cccc(Cl)c2)c2ccccc12
/	-5	-1	-4	107	-12	/	/	2.0	i	3	c1ccc2c(CCNc3ncnc4nc[nH]c34)c[nH]c2c1
-16	0	-10	-6	110	9	0	16	-1.4	-3	7	O=C(OCc1cc2ccccc2[nH]c1=O)c1ccncc1

Ordered by molar mass (ascending): 5 of the compounds above
SR-BI HDL uptake	MITF TRPM1 HTS	Arrestin-AP2 inh	dFosB activator	DSG3 Ab inh	PKA-R2B activ	NSD2 inh	SR-BI uptake up	CDK5 inh	Mot1-301 SUMO	PKA-R1A activ	Structure
/	-5	-1	-4	107	-12	/	/	2.0	i	3	c1ccc2c(CCNc3ncnc4nc[nH]c34)c[nH]c2c1
-2	1	11	4	108	-11	-3	2	-2.3	1	-1	O=C(CCC(=O)OCC(F)(F)C(F)F)Nc1ccc(F)cc1F
-14	7	0	-4	114	2	-4	14	0.4	-17	-2	CCN(CC(=O)Nc1ccc2c(c1)OCCO2)Cc1cc(=O)n2ccsc2n1
-19	6	-11	0	108	-9	0	19	-2.0	17	-15	Cc1noc(C)c1COC(=O)[C@H](C)NS(=O)(=O)c1ccc(Cl)c(Cl)c1
-18	-10	1	-2	102	1	0	18	0.4	-7	5	O=C(NCCCN1CCOCC1)C(=O)NCC1OCCN1S(=O)(=O)c1ccc(Br)cc1 (configuration not stated)
